PTHR1 agonist – agonists of human PTHR1 parathyroid hormone receptor | HEK293 GP2 PTHR1 cells, GloSensor cAMP luminescence, 1 h | Potency, µM (top dose mostly 115 µM), without a hit: at the top dose activation, usual class: activators | 0.075% of 410,000 active; active means well fitted activation curve with a large enough effect; inconclusive means small, poorly fitted or top-dose-only effect, or another doubt; inactive means no such curve, though single readings can be large or run the other way; further: potency means the concentration at half of the fitted maximal effect; nearly all actives have a fitted effect of over 55% in size; some results filed as inactive show a strong effect at the top dose; inactives centre near -15; many of its hits are not listed in these tables
Target sequence (Q03431 whole entry, looked up): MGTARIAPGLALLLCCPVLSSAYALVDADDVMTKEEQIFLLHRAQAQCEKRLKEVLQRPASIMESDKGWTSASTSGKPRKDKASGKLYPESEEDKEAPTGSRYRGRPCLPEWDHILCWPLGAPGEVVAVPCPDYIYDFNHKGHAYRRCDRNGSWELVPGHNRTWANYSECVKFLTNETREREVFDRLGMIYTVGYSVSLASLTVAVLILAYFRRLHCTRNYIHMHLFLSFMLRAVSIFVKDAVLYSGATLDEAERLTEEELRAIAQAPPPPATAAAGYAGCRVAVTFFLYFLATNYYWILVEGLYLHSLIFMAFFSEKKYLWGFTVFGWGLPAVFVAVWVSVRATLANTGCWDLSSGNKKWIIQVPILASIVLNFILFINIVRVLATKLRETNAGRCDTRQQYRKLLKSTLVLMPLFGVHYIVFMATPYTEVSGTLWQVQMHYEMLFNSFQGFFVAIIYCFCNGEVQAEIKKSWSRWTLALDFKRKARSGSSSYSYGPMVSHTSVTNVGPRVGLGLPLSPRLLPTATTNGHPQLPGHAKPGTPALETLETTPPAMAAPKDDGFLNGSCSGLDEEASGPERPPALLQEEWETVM
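HEK-293-derived GP2 cells expressing PTHR1 and a GloSensor cAMP reporter, 3,000/well, plated overnight, given luciferin plus IBMX (each 0.5 mM as added) for 1 h at 37 °C, then compound for 1 h at 37 °C. Luminescence was read after 15 min at room temperature.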
DRD3 agonist – activates the human D3 dopamine receptor; P35462; D3R DiscoveRx beta-arrestin cells, luminescence, 90 min; max activation, %; 0.58% of 410,000 active; AID 652048; in the data active means max activation above about 30%; further: 0% is about no effect; mostly tested at two doses, the higher about 12 µM
Target sequence (P35462 whole entry, looked up): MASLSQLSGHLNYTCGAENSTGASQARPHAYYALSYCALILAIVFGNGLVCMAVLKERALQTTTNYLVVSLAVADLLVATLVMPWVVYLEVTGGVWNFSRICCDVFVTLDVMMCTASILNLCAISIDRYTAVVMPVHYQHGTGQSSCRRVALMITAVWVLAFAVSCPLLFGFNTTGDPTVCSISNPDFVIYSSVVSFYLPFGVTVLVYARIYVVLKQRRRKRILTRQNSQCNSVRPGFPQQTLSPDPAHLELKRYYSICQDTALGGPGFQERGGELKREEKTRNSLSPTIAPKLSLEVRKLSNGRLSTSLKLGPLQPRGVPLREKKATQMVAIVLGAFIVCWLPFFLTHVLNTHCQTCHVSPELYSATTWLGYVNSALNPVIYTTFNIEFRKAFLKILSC
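Agonist-mode cell screen: cells plated at 1500/well and incubated overnight at 37 °C, then exposed to library compounds for 90 min at 37 °C. Detection reagent was added for 30–60 min at room temperature, and luminescence was read.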
The depositor's hits bear a star; i = inactive; ? = inconclusive; [ ] = remark or other dose.

SMILES	PTHR1 agonist	DRD3 agonist
CCOc1ccc2nc(NC(=O)c3nc(SC(C)C)ncc3Cl)sc2c1	-9%	-7
Cc1ccn2c(=O)cc(CSc3nnc(NC(=O)c4ccccc4Cl)s3)nc2c1	-21%	4
O=C(CSc1nc(-c2ccccc2)nc2cc(=O)[nH]n12)Nc1ccccc1	-12%	-18
Cc1ccc(CSc2ncc(Cl)c(C(=O)Oc3ccc(F)cc3)n2)cc1	-21%	-15
COc1ccccc1CNC(=O)CCCn1c(=O)c2ccccc2n(Cc2ccccc2F)c1=O	-12%	-11
COc1ccccc1CN1CCC(CNC(=O)c2cnn(-c3ccccc3Cl)c2C2CCN(C(=O)OC(C)(C)C)CC2)CC1	5%	-14
Cc1nc(CC(=O)Nc2ccc(C(N)=O)cc2)cs1	-13%	0
Cc1cccc(OCC(=O)Nc2ccc3nc(SCc4ccccc4)sc3c2)c1	-12%	2
COc1ccc2c(c1)c(CC(=O)Nc1cc(C)c(OC)c(C)c1)c(C)n2C(=O)c1ccc(Cl)cc1	i	-10
Cc1ccc(S(=O)(=O)CC(=O)Nc2sc3c(c2C(N)=O)CCCC3)cc1	-17%	-8
Cc1cc(C)n2nc(CNC(=O)c3ccc(Cl)cc3)nc2n1	i	-21
Cc1ccc2nc(-c3cccs3)c(Nc3c(C)cccc3C)n2c1	-28%	-13
COc1ccc(NC(=O)Cn2c(=O)n(-c3cccc(C)c3)c(=O)c3c2c2cc(C)ccc2n3C)cc1Cl	-13%	2
COc1ccc(-c2cn3nc(N4CCC(C(=O)NCc5ccccc5F)CC4)sc3n2)cc1	-1%	13
CCN1CCN(C(=O)Cn2ncc3c4ccccc4n(Cc4ccccc4)c3c2=O)CC1	i	6
COc1ccc(C(CNC(=O)COc2ccc(Cl)c(C)c2)N2CCOCC2)cc1 (stereo unspecified)	-2%	-36
O=C(Nc1ccc(F)cc1)C1CCN(S(=O)(=O)c2ccc3c(c2)CCCN3C(=O)C2CCC2)CC1	-60%[inhibitor]	-7
CCc1ccc(CN2C(=O)c3ccccc3C2C(=O)NC2CCCCCC2)cc1 (stereo unspecified)	i	5
CCOc1ccc(CCNCc2c(C(=O)O)c(C)n(Cc3ccccc3F)c2C)cc1	i	-3
CCCN(C(=O)c1cc2c(s1)-c1ccccc1OC2)c1ccc(C(C)C)cc1	-25%	-24
Cc1cccc(C)c1Nc1c(-c2cccs2)nc2ncccn12	-43%[inhibitor]	-9
O=C(Cc1ccc(F)cc1)Nc1nnc2n1CCS2	i	-7
COc1cccc(C(=O)CN2CCN(S(=O)(=O)c3ccc(Cl)cc3)CC2)c1	i	4
CCc1ccc(CNC(=O)c2sc3ncccc3c2-n2c(C)ccc2C)cc1	-40%[inhibitor]	-4
CCCOC(=O)c1cccc(Nc2nc(C(=O)OCC)nc3ccccc23)c1	-22%	2
COc1ccc(-c2ccc(CCC(=O)O)n2CC(=O)Nc2cccc(Cl)c2C)cc1	i	-6
COc1ccccc1CNc1nc(-c2ccco2)nn1S(C)(=O)=O	-4%	-7
O=C(NCc1ccccc1)c1ccc2oc(=O)n(Cc3ccccc3)c2c1	-30%[inhibitor]	-5
COc1cccc(-c2noc(-c3cc4ccccc4oc3=O)n2)c1OC	-7%	0
COC(=O)Cc1c(C)c2ccc3c(c2oc1=O)CN(Cc1ccc(Cl)cc1)CO3	-4%	-4

5 records picked at random from those above:
SMILES	PTHR1 agonist	DRD3 agonist
COc1cccc(-c2noc(-c3cc4ccccc4oc3=O)n2)c1OC	-7%	0
COC(=O)Cc1c(C)c2ccc3c(c2oc1=O)CN(Cc1ccc(Cl)cc1)CO3	-4%	-4
COc1cccc(C(=O)CN2CCN(S(=O)(=O)c3ccc(Cl)cc3)CC2)c1	i	4
O=C(Cc1ccc(F)cc1)Nc1nnc2n1CCS2	i	-7
CCCOC(=O)c1cccc(Nc2nc(C(=O)OCC)nc3ccccc23)c1	-22%	2

Reformatted with values under each structure: two of the compounds above
Below each compound: PTHR1 agonist, DRD3 agonist
O=C(Cc1ccc(F)cc1)Nc1nnc2n1CCS2
→ i, -7
COc1cccc(C(=O)CN2CCN(S(=O)(=O)c3ccc(Cl)cc3)CC2)c1
→ i, 4

Continued:
SMILES	PTHR1 agonist	DRD3 agonist
CC1=C(C(=O)OC2CCCCCC2)C(c2c(Cl)cccc2Cl)CC(=O)N1 (stereo unspecified)	-17%	4
COc1ccccc1CNC(=O)C1CCCN(S(=O)(=O)c2ccc3c(c2)CCCN3C(C)=O)C1 (stereo unspecified)	i	-7
CCOCCc1nn2c(=O)cc(COC(=O)CNC(=O)c3ccc(F)cc3)nc2s1	-25%	1
Cc1ccc(CCNC(c2ccc(F)cc2)c2nnc(-c3ccccc3Cl)o2)cc1 (stereo unspecified)	-17%	6
Fc1ccccc1Nc1ncnc2c1nc1n2CCCCC1	-23%	2
CN(C(=O)CSc1nc2ccc(NC(=O)COc3ccc(F)cc3)cc2s1)c1ccccc1	-22%	-3
CCc1ccccc1NC(=O)C(C)n1c(=O)cc(C)c2c(C)nn(-c3ccccc3)c21 (stereo unspecified)	i	7
O=C(NCCS(=O)(=O)N1CCN(c2ccc(F)cc2)CC1)c1ccccc1Br	i	1
COc1ccccc1Nc1ncnc2scc(-c3ccc(F)cc3)c12	-39%[inhibitor]	0
COc1ccc(C)cc1NC(=O)C1CCN(S(=O)(=O)c2ccc3c(c2)CCCN3C(C)=O)CC1	i	8

Part of the list above, field by field.
> CC1=C(C(=O)OC2CCCCCC2)C(c2c(Cl)cccc2Cl)CC(=O)N1 (stereo unspecified)
  PTHR1 agonist = -17% | DRD3 agonist = 4

> COc1ccccc1CNC(=O)C1CCCN(S(=O)(=O)c2ccc3c(c2)CCCN3C(C)=O)C1 (stereo unspecified)
  PTHR1 agonist = i | DRD3 agonist = -7

Further structures.
SMILES	PTHR1 agonist	DRD3 agonist
Cc1ccc(N(CC(=O)NCC(C)c2ccccc2)S(=O)(=O)N(C)C)cc1 (stereo unspecified)	i	8
Cc1coc2c(C)c3oc(=O)c(CC(=O)N4CCCCC4)c(C)c3cc12	-22%	-6
COc1ccc(N(Cc2cccs2)C(=O)COc2ccc(C(C)C)cc2)cc1	-43%[inhibitor]	-10
Cc1nc(-c2ccc(Cl)cc2)sc1CCNC(=O)C(=O)Nc1ccc2c(c1)OCCO2	-18%	6
COC(=O)c1ccc(CN(Cc2ccc(OC)c(OC)c2)S(=O)(=O)c2ccc(F)c(C(=O)Nc3cc(C)ccc3C)c2)cc1	?	4
CCOCCCNC(=O)CCc1nnc2ccc(N3CCN(c4cccc(OC)c4)CC3)nn12	i	14
COc1ccccc1CNC(=O)c1cn(C)c2ccc(S(=O)(=O)N(C)C3CCCCC3)cc2c1=O	-1%	-1
Cc1ccc(-n2ncc3c(N4CCCCCC4)ncnc32)cc1Cl	-35%	-15
Cc1cccc(-n2ncc(C(=O)NCc3ccco3)c2C2CCN(C(=O)OC(C)(C)C)CC2)c1	i	-4
Cc1cccc(N2CCN(C(=O)c3c(C)oc4ncnc(N5CCCCC5)c34)CC2)c1C	i	-2

Part of the list above in order of SMILES length, highest first:
SMILES	PTHR1 agonist	DRD3 agonist
O=C(Nc1ccc(F)cc1)C1CCN(S(=O)(=O)c2ccc3c(c2)CCCN3C(=O)C2CCC2)CC1	-60%[inhibitor]	-7
CCc1ccccc1NC(=O)C(C)n1c(=O)cc(C)c2c(C)nn(-c3ccccc3)c21 (stereo unspecified)	i	7
COc1ccc(-c2cn3nc(N4CCC(C(=O)NCc5ccccc5F)CC4)sc3n2)cc1	-1%	13
CCCN(C(=O)c1cc2c(s1)-c1ccccc1OC2)c1ccc(C(C)C)cc1	-25%	-24
Cc1coc2c(C)c3oc(=O)c(CC(=O)N4CCCCC4)c(C)c3cc12	-22%	-6
CCc1ccc(CNC(=O)c2sc3ncccc3c2-n2c(C)ccc2C)cc1	-40%[inhibitor]	-4
Cc1cc(C)n2nc(CNC(=O)c3ccc(Cl)cc3)nc2n1	i	-21

Further compounds.
SMILES	PTHR1 agonist	DRD3 agonist
CC1=C(C(=O)Nc2cccnc2)C(c2ccc(Cl)cc2)n2nc(-c3ccccc3)nc2N1 (stereo unspecified)	-2%	-8
CCOC(=O)C1CCCN(c2c(C(=O)c3ccccc3)cnc3ccc(F)cc23)C1 (stereo unspecified)	i	-9
Cc1ccc2oc(-c3cccc(NC(=O)Cc4ccc(Cl)cc4)c3)nc2c1	i	12
CCOC(=O)c1c(NC(=O)CSc2cn(CCNC(=O)c3c(F)cccc3F)c3ccccc23)sc2c1CCC2	-16%	9
Cc1cccc(NC(=O)Cn2c(=O)n(CCCCCC(=O)NCc3ccc4c(c3)OCO4)c(=O)c3sccc32)c1	-24%	-4
COC(=O)c1ccc2c(c1)N(Cc1ccccc1)C(=O)c1ccccc1S2(=O)=O	-67%[inhibitor]	-15
Cc1ccc(OCCSc2nc3ccccc3n2CC(=O)N2CCCCC2)cc1C	i	3
COc1cc(NC(=O)CCS(=O)(=O)c2ccc3c(c2)CC(=O)N3C)cc(OC)c1OC	-3%	-16
Cc1ccccc1CNC(=O)C1CCN(c2nnc(C)c3c(C)n(-c4ccccc4)nc23)CC1	i	-25
Fc1ccc(-c2noc3ncnc(Nc4ccc(F)cc4F)c23)cc1	-5%	9
CCCN(C(=O)Cn1ncc2c([nH]c3ccccc32)c1=O)c1ccc(F)cc1	-56%	0
O=C(Cn1ncc2c3ccccc3n(Cc3ccc(F)cc3)c2c1=O)NCc1cccs1	i	7
O=C(Cn1cc(SCc2ccc(F)cc2)c2ccccc21)N1CCCC1	i	-24
CCCS(=O)(=O)c1nc(S(=O)(=O)c2ccc(C)cc2)c(N(C)Cc2ccccc2)s1	-37%[inhibitor]	-16
CCc1ccccc1NC(=O)Cn1nnc(C(=O)NCc2ccccc2Cl)c1N	i	-1
Cc1csc2nc(-c3cccc(NC(=O)c4ccccc4Cl)c3)cn12	i	-5
COc1cccc(OCCSc2nc3ccccc3n2CC(=O)N2CCOCC2)c1	-12%	0
COc1ccccc1NC(=O)C1=C(C)Nc2c(C(=O)Nc3ccc(C)cc3)cnn2C1c1cccc(OC)c1OC (stereo unspecified)	-13%	1
Cc1cc(Cl)ccc1NC(=O)c1cc(S(=O)(=O)N2CCOCC2)cn1C	i	3
CCOc1ccc(NC(=O)Cn2nnc(C(=O)NCCc3ccccc3)c2N)cc1	-41%	2
O=C(NCCc1ccccc1)c1cc(-c2ccc(Br)cc2)on1	-22%	5
COc1ccc(N2CCN(S(=O)(=O)CCNC(=O)c3ccc(C(F)(F)F)cc3)CC2)cc1	17%	2
CCOc1ccc(NC(=O)N2CCC(CN3CCC(C)CC3)CC2)cc1	i	-17
COc1cc(C(=O)N2CCc3c([nH]c4ccccc34)C2c2ccc(C)cc2)cc(OC)c1OC (stereo unspecified)	25%	-11
CCS(=O)(=O)N1CCc2cc(C(=O)NCc3ccccc3)ccc21	i	-11
CCOc1ccc(NC(=O)Cn2nc3c(cc2=O)CC(C)CC3)cc1 (stereo unspecified)	i	-5
COc1ccc(C(=O)N2CCC(C(=O)Nc3ccc(Cl)cc3)CC2)cc1	-51%[inhibitor]	-5
CCc1ccc(NC(=O)CC2C(=O)N(c3ccc(Cl)cc3)C(=O)N2Cc2ccco2)cc1 (stereo unspecified)	-31%[inhibitor]	24
O=C(c1cnc2c(c1)COc1ccccc1-2)c1ccccc1O	-43%[inhibitor]	11
CC(=O)N1CCc2c(sc3c2c(=O)n(-c2ccccc2Cl)c(=O)n3Cc2cccc(C)c2)C1	i	8
Cc1nn(C)c2c1c(C(F)(F)F)cc(=O)n2C(C)C(=O)NCc1ccccc1Cl (stereo unspecified)	-9%	-14
Nc1c(C(=O)NCc2ccc(Cl)cc2Cl)nnn1Cc1ccc(Br)cc1	-20%	3
CC1=C(C(=O)Nc2ccc(C)cc2C)C(c2cccs2)n2nc(SCc3ccccc3Cl)nc2N1 (stereo unspecified)	-25%	-15
COc1ccc(CCNc2ncnc3c2cnn3-c2ccc(F)cc2)cc1	i	16
Cc1ccc2cccc(NC(=O)c3cccc4ccccc34)c2n1	i	7
O=C(Nc1cccc(NC(=O)c2ccccc2Cl)c1)c1cccc(Br)c1	-4%	2
Cc1c(C(=O)NCc2ccccc2)oc2ccc(S(=O)(=O)N3CCC(C)CC3)cc12	i	14
O=C(NCc1ccccc1Br)c1ccc2nc(N3CCCCC3)sc2c1	-30%	2
Cc1cccc(NC(=O)C(NS(=O)(=O)c2ccc3c(c2)oc(=O)n3C)C(C)C)c1 (stereo unspecified)	i	2
CCc1nc2c(cnn2-c2ccc(Cl)cc2)c(=O)n1-c1ccc(OC)c(Cl)c1	i	1
CCOc1cc(C(=O)N(Cc2nc(-c3ccc(C)cc3)no2)C(C)C)cc(OCC)c1OCC	-3%	-13
CNC(=O)CCCN1C(=O)c2cccnc2Sc2ccccc21	i	3
Cc1ccc(C2c3c(-c4ccccc4O)n[nH]c3C(=O)N2CCCO)cc1 (stereo unspecified)	i	-11
COc1ccc(N2CCN(C(=O)NCc3noc4ccccc34)CC2)cc1	20%	-2
COc1cccc2c1Oc1ncccc1N(c1ccc(C(=O)NCc3cccc(C)c3)s1)C2	i	8
Cn1c(SCC(=O)N2CCOCC2)ncc(C(=O)Nc2ccc(F)cc2)c1=O	-43%[inhibitor]	0
COc1cc(CNCc2c(C(=O)O)c(C)n(Cc3cccc(Cl)c3)c2C)cc(OC)c1OC	-14%	-10

Assay outcomes from PubChem.

A portion of the library (hit frequency here may not be typical).
